hcGAS lum: human cGAS inhibition; Q8N884; recombinant h-cGAS, ATP depletion, Kinase-Glo luminescence; inhibition, % at 12.5 µM; hit rate 0.081% among 290,000; AID 1259398;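 note: 0% = vehicle reaction and 100% = reaction without DNA for no activity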
Target sequence (Q8N884 whole entry, looked up): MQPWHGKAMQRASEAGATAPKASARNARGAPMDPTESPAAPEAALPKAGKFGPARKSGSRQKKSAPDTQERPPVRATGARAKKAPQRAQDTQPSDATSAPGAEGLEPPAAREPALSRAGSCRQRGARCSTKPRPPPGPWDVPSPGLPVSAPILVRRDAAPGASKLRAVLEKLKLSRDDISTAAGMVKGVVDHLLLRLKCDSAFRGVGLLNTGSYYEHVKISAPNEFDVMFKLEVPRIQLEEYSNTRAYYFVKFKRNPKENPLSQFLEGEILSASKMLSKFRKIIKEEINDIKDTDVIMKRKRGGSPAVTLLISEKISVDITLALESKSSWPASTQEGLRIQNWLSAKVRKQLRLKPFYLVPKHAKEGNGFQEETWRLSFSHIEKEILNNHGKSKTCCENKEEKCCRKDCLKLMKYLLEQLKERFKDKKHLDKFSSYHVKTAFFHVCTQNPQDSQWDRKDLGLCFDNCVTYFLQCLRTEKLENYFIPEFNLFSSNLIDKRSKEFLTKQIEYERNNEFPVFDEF
mcGAS inh: inhibitors of mouse cGAS; Q8C6L5; recombinant cGAS, Kinase-Glo ATP depletion luminescence; hit rate 0.15% among 160,000; inhibition, % at 12.5 µM;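 note: 0% = negative control wells and 100% = reference inhibitor with no enzyme activity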
NPYLR7 ag: activates Aedes aegypti NPYLR7 receptor; hit rate 0.15% among 270,000; AID 1259423; activation, % at 10 µM; HEK293T NPYLR7/Galpha15, GCaMP6s calcium fluorescence; in the data active = activation above about 40%;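 note: 0% = vehicle and 100% = reference agonist at the receptor; some compounds past the cut are filed as inactive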
Active calls of the source: *; x = no result given; & = joins results of further samples. Cut-off read from the data, not from the text of the source, unless noted: active = inhibition above about 40%; inactive = the rest.

SMILES | hcGAS lum | mcGAS inh | NPYLR7 ag
CC(NC(=O)c1coc(CN(Cc2ccc(C(F)(F)F)cc2)C2CC2)n1)c1ccccc1 (centres undefined) | -6 | -7 | 17
CCn1c(Cn2cnc([N+](=O)[O-])n2)nnc1SC | -8 | x | -1
S=c1[nH]nc(-c2cccc(Cl)c2)o1 | 4&7 | x | 5&-1
COc1nn2ccsc2c1C(=O)NCC1CCN(C)CC1 | -8 | x | 18
COc1ncccc1C1CC(=O)Nc2cc3c(cc21)oc(=O)n3C (centres undefined) | -8 | -11 | 4
COc1ccc(OC)c(NC(=O)C2(C)CCN2CC2CC2)c1 (centres undefined) | -2 | x | -5
O=C1CC(c2ccccc2)Cc2c1cnc1nc(N3CCOCC3)[nH]c(=O)c21 (centres undefined) | -6 | -8 | 2
COC(=O)c1c(C)[nH]c(C(=O)C(C)OC(=O)C2CC2C)c1C (centres undefined) | -4 | x | 6
COc1ccc(C)cc1NC(=O)NCCNc1cc(-n2nc(C)cc2C)ncn1 | -2 | -7 | -10
CC1(C)ON=C(c2ccco2)N(Cc2ccc(F)cc2)C1=O | -7 | x | 10
Cc1cc(C)c2oc(=O)n(C3CCN(C(=O)c4cc(Cl)cnc4Cl)CC3)c2c1 | -4 | -3 | 5
CN(CC(O)CO)C(=O)C1(N2CCCCC2)CCCCC1 (centres undefined) | -12 | -7 | x
O=C(c1cccc(C(F)(F)F)c1)N(Cc1cccc(OCc2nc(CO)cs2)c1)Cc1ccco1 | 3 | 0 | -1
OCC1OC(Nc2ccc(Cl)cc2)C(O)C(O)C1O (centres undefined) | 5 | x | 3
CC(=O)C1=C(Nc2ccc(Br)cc2)CC(C)(O)C(C(C)=O)C1c1ccccc1 (centres undefined) | -9 | x | -8
Oc1c2cccnc2cn1CCNc1ccccc1 | 3 | -2 | -1
CCOC(=O)N1CCN(CC2=CCC3CC2C3(C)C)CC1 (centres undefined) | 0 | x | -1
Cc1onc(-c2ccccc2)c1C(=O)Nc1cc([N+](=O)[O-])ccc1Cl | -10 | -2 | -5
CCNC(=O)OC1CCN(C(=O)CC(=O)NC)CC(=O)N(C)c2ccccc21 (centres undefined) | 0 | -6 | 1
CCc1nnsc1C(=O)NC(C)C12CC3CC(CC(C3)C1)C2 (centres undefined) | 2 | x | -2
CC(C)c1nc(CNC(=O)N(C)C(C)c2cccnc2)cs1 (centres undefined) | -10 | x | -4
CC(=O)N1CCN(CCNCc2c(Cl)nc3ccccn23)CC1 | 4 | 8 | 13
CC(CCc1ccccc1)Nc1ncnc(-n2cccn2)c1N (centres undefined) | -3 | x | 6
COc1ccc(C2c3ccsc3CCN2C(=O)CNC(C)C)cc1 (centres undefined) | -3 | x | -5
COCCN1C(=O)N(C2Cc3ccccc3C2)C(=O)C12CCN(Cc1sccc1C)CC2 | -2 | -15 | 9
COCCCn1c(C(=O)Nc2ccccc2C(=O)OC)cc2c(=O)n(C)c(=O)n(C)c21 | -7 | -8 | -2
CC1CCc2[nH]nc(C(=O)N(C)CCc3noc(C4CC4)n3)c2C1 (centres undefined) | -4 | x | 12
COC(=O)C1CCN(C(=O)COC(=O)c2cccc(OC)c2O)CC1 | -3 | x | 0
COc1ccc(S(=O)(=O)N2CCC(Cc3ccc(C(F)(F)F)cc3)CC2)cc1 | -2 | -4 | 27
Cc1nc(SCCNC(=O)c2csc3nc(-c4ccccc4)cn23)n[nH]1 | -9 | x | 5
COCC1CN(C(C)=O)CC12CCN(C(=O)Cn1cccn1)CC2 (centres undefined) | -9 | -5 | x
O=C(CC(c1ccccc1)c1ccccc1Cl)N1CCOCC1 (centres undefined) | 1 | x | 6
O=C(CCC(=O)N1C[C@H]2CC[C@H]1C2)NC1CCCCCCC1 | -11 | x | 18
CCc1ccsc1C(=O)NCc1nnc(C)n1C | -9 | x | 7
CC(C(=O)NC1CCCCCC1)n1c(=O)c2c(ncn2C)n(C)c1=O (centres undefined) | -9 | x | 2
Cc1ccccc1OC(C(=O)N1CCC2(CC1)CN(C)CCN2C)C(C)C (centres undefined) | -4 | -6 | 1
O=c1c2c3n(nnc-2nn1-c1ccccc1)CCC3 | -6 | x | 1
COc1ccc(OCCCN2C(=O)C3(CC(=O)N(Cc4ccccc4)C3=O)c3cc(OC)ccc32)cc1 (centres undefined) | -5 | -4 | 11
COCCN1C[C@@H]2C[C@@H](C(N)=O)N(C(=O)c3ncoc3-c3ccccc3)c3cccc(c32)C1=O | 4 | 1 | 6
O=C(NC1CC(=O)N(Cc2ccccc2C(F)(F)F)C1)c1cnccn1 (centres undefined) | 0 | x | 3
CC1CN(C(=O)CCCCSc2nnc(Cc3ccccc3)n2-c2cccc(C(F)(F)F)c2)CCN1C(=O)c1cccc(C(F)(F)F)c1 (centres undefined) | -4 | -3 | -3
Cc1nc(SCC(=O)NCCc2ccc(C(C)C)cc2)n[nH]1 | -2 | x | 2
C[C@@H](CN(C)C[C@H]1C(=O)O[C@@H]2C[C@@]3(C)CCC[C@]4(CO4)C3CC21)[C@H](O)c1ccccc1 (some centres undefined) | -1 | -1 | 3
Cc1c(C(=O)N2CCC3(CC2)OCCO3)cc(-c2ccc(Cl)cc2)n1-c1ccccc1 | 11 | 3 | 4
Cc1ccc(-n2ccnc2SCC(=O)NC(C)(C#N)C2CC2)cc1C (centres undefined) | 10 | x | 9
COc1cccc(Cc2nc3c(c(N4CCOCC4)n2)CN(S(=O)(=O)c2ccc(F)cc2)CC3)c1 | -10 | -6 | 0
O=C(CC(c1cccc(O)c1)c1ccccc1Cl)NC1CCC(O)CC1 (centres undefined) | -6 | x | 16
COc1ccc(-n2[nH]c(C)c(C3=C(N4CCC(C)CC4)C(=O)N(C(C)C)C3=O)c2=O)cc1 | 3 | 2 | 3
O=C(C=Cc1ccc(Cl)cc1Cl)N(C1CCCC1)C1CCS(=O)(=O)C1 (centres undefined) | -2 | 3 | 2
CN(C)C(=O)c1cncn1-c1ccc(-c2cc(C(F)(F)F)cc(C(F)(F)F)c2)cc1 | -2 | -2 | 20
COc1ccc(-c2cc(C(F)(F)F)n3ncc(C(=O)Nc4sc5c(c4C#N)CCCC5)c3n2)cc1OC | -5 | -2 | 10
Clc1ccccc1CNCC1CCC(CNCc2ccccc2Cl)CC1 (centres undefined) | -3 | x | 7
Fc1cnc(N2CCc3ccccc32)nc1N1CCc2ccccc21 | -5 | x | 13
CCOc1ccc(C(=O)c2ccc(O)c(O)c2O)cc1 | 2 | 3 | -6
CC1(c2ccc(F)cc2)C=C(c2ccc(F)cc2)n2nc(C(F)(F)F)nc2N1 (centres undefined) | -1 | x | 3
COc1cccc(C(=O)N2CCN(CC(OCc3c(F)cccc3F)c3ccc(Cl)cc3)CC2)c1 (centres undefined) | -1 | -6 | x
C[C@]12C=CC(=O)C=C1CC[C@@H]1C2=CC[C@]2(C)[C@@H](C(=O)CN3CCN(c4cc(N5CCCC5)nc(N5CCCC5)n4)CC3)CC[C@@H]12 | -4 | -6 | 0
O=C(N/N=C\c1ccccc1)c1ccc(=O)[nH]n1 | -4 | x | 3
CC1(C(=O)NS(=O)(=O)c2cccc(C#N)c2)CCN1C(=O)C1(c2ccc(Cl)cc2)CC1 (centres undefined) | -6 | x | 8
CCOC(=O)CN1CCN(c2ccc(Cl)cc2C)C(=O)C1C (centres undefined) | 3 | 1 | -15

An excerpt from above in order of count of non-hydrogen atoms, largest number first.
SMILES | hcGAS lum | mcGAS inh | NPYLR7 ag
C[C@]12C=CC(=O)C=C1CC[C@@H]1C2=CC[C@]2(C)[C@@H](C(=O)CN3CCN(c4cc(N5CCCC5)nc(N5CCCC5)n4)CC3)CC[C@@H]12 | -4 | -6 | 0
COc1ccc(OCCCN2C(=O)C3(CC(=O)N(Cc4ccccc4)C3=O)c3cc(OC)ccc32)cc1 (centres undefined) | -5 | -4 | 11
COc1cccc(C(=O)N2CCN(CC(OCc3c(F)cccc3F)c3ccc(Cl)cc3)CC2)c1 (centres undefined) | -1 | -6 | x
COCCN1C[C@@H]2C[C@@H](C(N)=O)N(C(=O)c3ncoc3-c3ccccc3)c3cccc(c32)C1=O | 4 | 1 | 6
COCCN1C(=O)N(C2Cc3ccccc3C2)C(=O)C12CCN(Cc1sccc1C)CC2 | -2 | -15 | 9
CC1(C(=O)NS(=O)(=O)c2cccc(C#N)c2)CCN1C(=O)C1(c2ccc(Cl)cc2)CC1 (centres undefined) | -6 | x | 8
CN(C)C(=O)c1cncn1-c1ccc(-c2cc(C(F)(F)F)cc(C(F)(F)F)c2)cc1 | -2 | -2 | 20
O=C1CC(c2ccccc2)Cc2c1cnc1nc(N3CCOCC3)[nH]c(=O)c21 (centres undefined) | -6 | -8 | 2
Clc1ccccc1CNCC1CCC(CNCc2ccccc2Cl)CC1 (centres undefined) | -3 | x | 7
O=C(C=Cc1ccc(Cl)cc1Cl)N(C1CCCC1)C1CCS(=O)(=O)C1 (centres undefined) | -2 | 3 | 2
CC1CCc2[nH]nc(C(=O)N(C)CCc3noc(C4CC4)n3)c2C1 (centres undefined) | -4 | x | 12
O=C(CC(c1ccccc1)c1ccccc1Cl)N1CCOCC1 (centres undefined) | 1 | x | 6
CCc1nnsc1C(=O)NC(C)C12CC3CC(CC(C3)C1)C2 (centres undefined) | 2 | x | -2
CN(CC(O)CO)C(=O)C1(N2CCCCC2)CCCCC1 (centres undefined) | -12 | -7 | x
CCn1c(Cn2cnc([N+](=O)[O-])n2)nnc1SC | -8 | x | -1
S=c1[nH]nc(-c2cccc(Cl)c2)o1 | 4&7 | x | 5&-1

(more compounds)
SMILES | hcGAS lum | mcGAS inh | NPYLR7 ag
CCOn1c(=O)c(-c2cc3ccccc3o2)[n+]([O-])c2ccccc21 | -9 | x | 18
CC(=O)Nc1cccc(-c2c(C)nn(CC(=O)O)c2C)c1 | -6 | -14 | 2
CC(c1ccccc1)N(Cc1ccc(Cl)c(Cl)c1)Cc1nc(C(=O)NC2CC2)co1 (centres undefined) | 3 | -6 | 17
O=C(c1cccs1)N(Cc1ccc(F)cc1F)CC1CC(c2ccc(Cl)cc2)=NO1 (centres undefined) | -10 | -10 | 25
O=C(OC(c1ccccc1)c1ccccn1)C1CCC1 (centres undefined) | -3 | -10 | 1
CC(C)(CNC(=O)N1CCC2(CC1)OCCO2)c1ccc(Cl)cc1 | -6&-9 | -15 | 4&6
CCS(=O)(=O)Oc1ccc(C)cc1-c1nc2cc(Cl)ccc2o1 | -2 | -4 | -4
Cc1nc2nc(CC(=O)N3CCOCC3)nn2c(C)c1Cl | -7 | x | -1
COc1ccc(Br)cc1C1SCCN1S(C)(=O)=O (centres undefined) | -3 | x | 2
CC1(C(=O)Nc2ccc3c(c2)OCCO3)CCN1C(=O)Cc1ccccc1 (centres undefined) | 3 | 0 | -4
CC(Nc1ccc(S(C)(=O)=O)cc1S(C)(=O)=O)c1ccc2c(c1)OCCCO2 (centres undefined) | -6 | -16 | 3
COc1ccc(N2CC(NC(=O)NCCn3c(C)cc4ccccc43)CC2=O)cc1 (centres undefined) | -3 | -6 | -19
Cc1c(/C=C2/C=c3ccccc3=C2O)c(=O)n(-c2ccccc2)n1C | -7 | -13 | 18
CC1(C)CC(NS(=O)(=O)CC23CCC(CC2=O)C3(C)C)CC(C)(C)N1 (centres undefined) | 10 | x | 3
Cc1cc(NCC(=O)N(C)CCC#N)ccc1C(N)=O | -8 | -12 | 18
CCN1CCN(c2c(CN(C(=O)Nc3cccc(Cl)c3)C3CC3)c(C)nn2-c2cccc(F)c2)CC1 | -1 | -6 | 14
COc1ccc(C(=O)NCCNC(=O)[C@H]2CCCN2C(=O)C2CC2)cc1 | -3 | -4 | 2
Cc1cc(C)c(S(=O)(=O)NCc2ccccc2Cl)cc1C | 0 | x | -11
COC(=O)c1ccc(COc2ccc(C3C4CCCC(C(C)(C)C)C4=Nc4nnnn43)cc2)cc1 (centres undefined) | -4 | -3 | -3
Cc1cc(C)c2c(n1)nn1c(Nc3ccc(N(C)C)cc3)cc(C)nc21 | -6 | -9 | 0
Cc1ccc(C(CNc2cccc(F)c2C#N)N2CCOCC2)o1 (centres undefined) | 0 | x | 4
Cc1ccnc(NC(=O)c2cc(Cl)ccc2F)c1 | -12 | x | 2
Cc1c(Br)cccc1NC(=O)C1(C)CCN1Cc1ccsc1 (centres undefined) | -4 | x | 4
Cc1nc(C)c(CC(=O)N(C)C(C)c2ccccn2)s1 (centres undefined) | -4 | x | 12
Cc1cc(NC(=O)N2CC(=O)N3CC(C)c4ccccc4C3C2)ccc1Br (centres undefined) | 2 | 0 | -9
O=C(CNc1cccc(Br)c1)Nc1ccc(Cl)cc1 | 5 | x | -2
CCOC(=O)N1CCN(CC(=O)N2N=C(c3cc(C)ccc3C)CC2c2ccc3c(c2)OCO3)CC1 (centres undefined) | -3 | -5 | 2
COc1ccc(C2C(C(=O)Nc3ccccc3)=C(C)Nc3nc(CCCO)nn32)cc1OC (centres undefined) | -10 | x | 2
c1ccc(CNc2cc(-c3cnccn3)c3cc[nH]c3n2)nc1 | -3 | x | 6
CC(C)c1nc(CNC(=O)c2ccc(NC[C@H]3C[C@H]4C=C[C@H]3C43CC3)nc2)no1 | 0 | x | 7
CN(C(=O)c1cc(-c2cccn2C)n[nH]1)C1CCCN(Cc2ccccc2F)C1 (centres undefined) | -7 | x | 3
Cc1ccc(-n2c(SCc3ccccc3)nnc2C(Cc2ccccc2)NC(=O)c2ccc([N+](=O)[O-])cc2)cc1 (centres undefined) | -10 | -6 | x
Cc1csc(=Nc2ccccc2)n1N1CCOCC1 | 0 | 0 | -5
CN(C)C(CNS(=O)(=O)/C=C/c1ccccc1)c1ccco1 (centres undefined) | -5 | x | 7
Cc1c(Cl)cccc1N=Cc1nc(-c2cccc3ccccc23)oc1O | -4 | x | -2
O=C(N=Nc1c(O)[nH]c2ccccc12)c1ccc(Br)cc1 | 3 | x | -6
O=C1Nc2ccccc2C12CCCN(Cc1cc(-c3ccccn3)no1)C2 (centres undefined) | -5 | x | 5
CCCc1nnc(NC(=O)CSc2nc(C)cc(C)n2)s1 | -9 | -5 | -5
